Compound activity deposited in PubChem by National Center for Advancing Translational Sciences (NCATS).
TRPV1 agonist: agonists of human vanilloid receptor 1 (TRPV1); TRPV1-expressing cells, Fluo-8 calcium influx, agonist mode; activation, % at 8.33 µM; 320,000 tested, 0.19% active; AID 540275; in the data active = activation above about 80%; inconclusive = between about 30% and that limit; also: 0% is about no effect
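Fluo-8 calcium influx in TRPV1-expressing cells, kinetic read (ex 480/em 520 nm). Compound added and read 3 min for agonist activity, followed by capsaicin at EC20 final and 2 min further read for enhancement.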
GALK inhibitor: blocks human galactokinase activity | Purified GALK, Kinase-Glo residual ATP luminescence | 270,000 tested, 0.007% active | AID 1868 | Potency, µM (top dose mostly 57.5 µM), for the others: at the highest dose activity change, negative = inhibition, usual class: inhibitors; also: potency is read from the fitted curve at half-maximal effect; % is scaled to controls: 0 for no effect and ±100 for the full control effect
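5 nM enzyme, 35 uM ATP, 100 uM galactose, 20 mM HEPES pH8.0, 5 mM MgCl2; 1 h RT; residual ATP by Kinase-Glo Plus luminescence, qHTS format.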
KCNH2 WT inh: blocks the wildtype human KCNH2 potassium channel | Q12809 | U2OS, BacMam KCNH2, thallium flux FluxOr; hits give low values | activity change, % at 1.84 µM | 340,000 tested, 0.37% active;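 active = maximum activity change below -70%; inconclusive = maximum activity change between -70% and -50%; inactive = maximum activity change above -50%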; also: % is scaled to controls: 0 for no effect and ±100 for the full control effect
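U2OS cells were transduced with wild-type KCNH2 virus (2.03 x 10^8 / mL) for 4 h at room temperature, then cultured overnight at 37 C. Thallium flux was read with FluxOr dye. Rate constants were normalized to DMSO controls.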
PKM2 act: increases activity of human pyruvate kinase M2. P14618. purified PKM2, Kinase-Glo ATP luminescence, activation; response scale: 0% is enzyme alone, no compound. Potency, µM (doses to about 57.5 µM), for inactives: at the top dose activation, usual class: activators. 260,000 tested, 0.34% active. AID 1631; also: potency is read from the fitted curve at half-maximal effect; % is scaled to controls: 0 for no effect and ±100 for the full control effect; nearly all actives have a fitted effect of over 55% in size
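Kinase-Glo luminescence reports ATP generated from ADP (0.1 mM) and PEP (0.5 mM) by purified hPK-M2 after 1 h at room temperature, pH 7.2 imidazole buffer; intermediate enzyme activity allows detecting inhibitors and activators.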
B2AR arrestin: agonists driving beta-arrestin recruitment to human beta2-adrenergic receptor; P07550; beta-arrestin recruitment to beta2AR, cell-based reporter; Potency, µM (doses to about 46.1 µM), inactives show at the highest dose activation, hits mostly activators; 330,000 tested, 0.02% active; AID 492947;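 also: potency is read from the fitted curve at half-maximal effect; 0% = DMSO controls and full agonism = EC100 isoproterenol or metaproterenol; nearly all actives have a fitted effect of over 65% in size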
Giardia kill: Giardia lamblia killing | Giardia lamblia trophozoite viability | activity change, % at 7.66 µM, hits read low | 340,000 tested, 0.15% active; in the data active = activity change below about -80%; inconclusive = between about -30% and that limit;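 also: parasites exposed to compound for two days anaerobically before the ATP read; % is scaled to controls: 0 for no effect and ±100 for the full control effect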
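Viability, read as ATP luminescence: trophozoites at 100 cells/well, compound added, 48 hrs anaerobic at 37 deg C, then 15-30 min room-temperature development before reading.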
MLL CXXC-DNA inh: MLL CXXC-DNA interaction inhibition | Q03164 | MLL-CXXC / FITC-HOXA9 DNA fluorescence polarization | Potency, µM (titrated, usually from 115 µM), inactives show top-dose activity change, negative = inhibition, most hits filed as inhibitors | 290,000 tested, 0.037% active | AID 2662; active = well fitted inhibition curve with a large enough effect in the polarisation, with a control signal flat, not every such curve was filed as active; inconclusive = small, poorly fitted or top-dose-only effect, or effect the other way, or a change in a side signal; inactive = no such curve, though single readings can be large or run the other way; the % refers to the polarisation; also: potency is read from the fitted curve at half-maximal effect
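Purified MLL-CXXC (added from a 7 uM solution) was preincubated 5 min at ambient with pinned compounds in 50 mM Tris-HCl pH 7.5, 50 mM NaCl, 1 mM DTT, 0.05% BSA. Fluorescein-labeled HOX-A9 DNA (50 nM solution) followed, 30 min, then polarization read.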
FBPA coupling cs: coupling enzyme interference in Giardia aldolase counter-screen. coupling enzyme system counterscreen, AmpLite Red fluorescence. activity change, negative = inhibition, % at 58.2 µM, hits read low. 290,000 tested, 0.67% active. AID 2472; in the data active = activity change below about -30%; also: % is scaled to controls: 0 for no effect and ±100 for the full control effect
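Activity here indicates interference with the coupling reaction, not aldolase inhibition. Compounds at 57.5 uM final met coupling enzymes for 10 min at RT; substrate and AmpLite Red detection followed, with a 525/598 nm fluorescence read after 20 min.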
Menin-MLL TR inh: inhibitors of human menin-MLL interaction, mutant MLL peptide. AID 1768. O00255. 270,000 tested, 0.23% active. Potency, µM (series often up to 61.6 µM), for inactives: at the top dose FP activity change, negative = inhibition, most hits filed as inhibitors. Menin + Texas Red MLL mutant peptide, fluorescence polarization; active = well fitted inhibition curve with a large enough effect in the polarisation, with a control signal flat, not every such curve was filed as active; inconclusive = small, poorly fitted or top-dose-only effect, or effect the other way, or a change in a side signal; inactive = no such curve, though single readings can be large or run the other way; the % refers to the polarisation; also: potency is read from the fitted curve at half-maximal effect; % of control where 0% means no effect; many of its hits are not listed in these tables
KCNH2 3.1 block: KCNH2 3.1 (human) potassium channel inhibition | U2OS KCNH2 3.1, thallium flux FluxOr; hits give low values | activity change, % (tested at about 1.8 µM) | 340,000 tested, 0.95% active | AID 720553;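 active = maximum activity change below -70%; inconclusive = maximum activity change from -70% to -50%; inactive = maximum activity change above -50%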;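 also: thallium influx rate constant from kinetic fluorescence after stimulation buffer; % is scaled to controls: 0 for no effect and ±100 for the full control effect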
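U2OS cells transduced with KCNH2 3.1 mutant virus (1.77 x 10^8 /mL, 4 h), plated overnight at 37 C, loaded 45 min with FluxOr dye plus Red40 quencher. Thallium flux rate constant from kinetic reads after stimulation buffer, normalised to controls.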
USP2a inh: inhibitors of human ubiquitin-specific protease USP2a. USP2 core, Ub-CHOP2 coupled fluorogenic reporter, 485/531. AID 463254. Potency, µM (highest dose often 38.3 µM), for the others: at the highest dose activity change, negative = inhibition, hits mostly inhibitors. 330,000 tested, 0.01% active. O75604;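 also: potency is read from the fitted curve at half-maximal effect; plate controls were DMSO wells for no effect and full inhibition by NEM control for full effect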
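Deubiquitinase activity read as fluorescence (485/531 nm) after Ub-CHOP2 cleavage activates the enterokinase reporter on its substrate; USP2 core 10nM, Ub-CHOP2 and substrate 25nM each, 30min compound preincubation then 60min RT; data normalized to NEM, curves fitted.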
Numbers without * were called inactive; i = inactive; ? = inconclusive; . = no result given; & = joins results of further samples; [ ] = dose if it differs, or a comment. Unless noted, calls follow the shape of the dose curve; as a rule, active = well fitted curve in the direction sought with a large enough effect; inconclusive = small, poorly fitted or top-dose-only effect, or another doubt; inactive = no such curve, though single readings can be large; an effect the other way counts as inactive or inconclusive.

Sequence of screens – TRPV1 agonist, GALK inhibitor, KCNH2 WT inh, PKM2 act, B2AR arrestin, Giardia kill, MLL CXXC-DNA inh, FBPA coupling cs, Menin-MLL TR inh, KCNH2 3.1 block, USP2a inh
COc1ccc(NC(=O)Nc2nnc(-c3cccs3)s2)cc1
 : 1, 1%, 13, -4%, -0.1%, -3, -7%, 0, ., 1, -3%
CCOC(=O)CCCCCC(=O)Nc1ccc2c(c1)C(=O)N([C@H](C)CO)C[C@@H](C)[C@H](CN(C)Cc1ccc3c(c1)OCO3)O2
 : ., ., 5, ., -0.3%, -6, ., ., ., -30, 2%
COc1ccc(C2NC(=O)CS2)cc1 (stereo not given)
 : -1, -4%, 6, 11%, -0.7%, 0, 7%, 2, 9%, -6, -1%
O=C(NCc1ccccc1)C1CC(=O)N(c2ccc(OCC(=O)N3CCCC3)cc2)C1 (stereo not given)
 : -3, 0%, 7, 1%, -1.1%, -2, -6%, 3, 23%, 4, -1%
COc1ccc(NS(=O)(=O)c2cc(N=Nc3c(O)[nH]c(=O)[nH]c3=O)ccc2Cl)cc1
 : ., ., -9, ., 0.1%, 6, ., ., ., -5, 4%
COc1ccccc1CNS(=O)(=O)c1cccs1
 : 0, 0%, -7, -1%, -1.0%, 21, -2%, 1, 2%, 5, -5%
CC(=O)OC1c2c(ccc3ccc(=O)oc23)OC(C)(C)C1OC(=O)CC(C)C (stereo not given)
 : 25, -1%, -4, 1%, 0.4%, -2, 7%, 2&-3, -5%&-9%, -1, 3%
Cn1c(COc2ccccc2)nnc1SCCN1CCOCC1
 : 3, 4%, 0, 7%, 3.1%, -3, 2%, -1, -2%, -2, -1%
O=C(CSc1nc(C2CCCCC2)nc2ccccc12)N1CCCC1
 : 24, -3%, 0, 9%, -0.3%, -5, 1%, -1, -12%, -5, 1%
COc1cccc(N2CCN(C(=S)Nc3ccccc3)CC2)c1
 : 3, -6%, -3, -1%, 0.5%, 11, 2%, -4, -3%, 1, 0%
CCNC(=O)c1c(O)c2ccccc2[nH]c1=O
 : 3, -2%, -13, 0%, 0.0%, 5, 0%, 0, 1%, -5, -1%
O=C(NCCN1CCOCC1)c1ccc(CS(=O)(=O)c2c(Cl)cccc2Cl)o1
 : ., 2%, 0, 1%, -1.2%, -13, -1%, 0, 1%[11.7 µM], -14, -2%
O=C1CC2(CCN(C(=O)c3cccc([N+](=O)[O-])c3)CC2)Oc2ccccc21
 : ?, ., 14, ., 0.1%, 5, ., ., ., ?, 1%
CC(C)OCCCNC(=O)c1cccc2c1C(=O)c1ccc(Cl)cc1S2(=O)=O
 : 5, ., -19, ., 0.2%, ?, ., ., ., 23, 0%
COc1ccc(CN2CN(S(=O)(=O)c3cccs3)c3nc4ccccc4nc32)cc1
 : 4, -3%, -5, 3%, -0.3%, 8, 13%, -21, ., -20, 0%
COC(=O)c1sc2cc(C(F)(F)F)cnc2c1-c1ccccc1
 : ?, 0%, -2, -2%, -0.3%, 9, 1%, -2, 7%, 17, -2%
CCOC(=O)c1sc(NC(=O)C2C3C=CC(C3)C2C(=O)O)nc1C (stereo not given)
 : -4, -2%, 2, 0%, -0.2%, 3, -2%, 1, -1%, 0, 0%
Cc1cc(S(=O)(=O)N2CCN(c3ccccc3O)CC2)c(C)s1
 : 10, 0%, -3, 8%, -0.2%, 3, -18%, -4, 2%, 1, 0%
Cc1ccc(Cn2c(=N)n(CC(O)c3ccco3)c3ccccc32)cc1 (stereo not given)
 : 1, 0%, -18, -1%, 0.1%, -3, 22%, -2, -1%, ?, -2%
CNC(=O)c1c(Br)cnn1-c1ccc(C)cc1
 : 1, 0%, 0, 1%, 0.2%, -2, -5%, -4, 6%, 11, -1%
Cc1ccc(-n2nc(C)c(/C=N/NC(=O)c3cccs3)c2Cl)cc1
 : -1, 0%, 18, 3%, 0.8%, 5, 4%, 0, 11%, -3, 2%
Cc1cc(=O)[nH]c(SCC(=O)NCc2ccco2)n1
 : -3, -1%, -3, 6%, 0.1%, -4, 0%, -3, 16%, -5, -2%
CCn1c(SCC(=O)OC)nc2sc3c(c2c1=O)CCC3
 : 26, 5%, 8, -4%, -0.1%, 7, -4%, 1, ?, 5, -5%
COc1cccc(C(=O)NC(C)c2ccc(-c3ccccc3)cc2)c1OC (stereo not given)
 : 11, -1%, -1, 9%, 0.1%, 1, -1%, -1, -3%, 10, ?
CCOc1ccc(C(CC(=O)O)NC(=O)COc2ccccc2)cc1 (stereo not given)
 : ., 0%, -7, -4%, -0.6%, 0, 0%, 7, ., 15, 3%
N#Cc1cccc(NC(=O)COC(=O)c2ccccc2C(=O)c2ccc(Cl)c([N+](=O)[O-])c2)c1
 : -4, -6%, -4, 3%, -1.8%, -17, 3%, -22, ?, 47, -1%
COc1ccc(-c2cn(CCO)c(-c3ccncc3)n2)cc1
 : -4, ., 22, ., 3.1%, -5, ., ., ., 22, -2%
COC(=O)c1sc(NC(=O)C(C)c2ccccc2)nc1C (stereo not given)
 : 1, -1%, 16, -11%, -0.3%, 80[activator], -1%, 3, 4%, 4, -1%
CCCc1nc(SCC(=O)Nc2nnc(CC)s2)c2c(C)c(C)sc2n1
 : ., 1%, -15, 0%, -1.5%, -2, 1%, 0, ., 24, 1%
c1nc2sc3c(c2c2nnnn12)CCC3
 : -1, 4%, 24, -1%, 0.7%, -2, -2%, 6, 3%, 6, 2%
COc1cc(OC)c(C#N)c(S(=O)Cc2ccccc2)c1 (stereo not given)
 : -2, -2%, 6, -2%, -0.5%, -11, 20%, 4, 6%, 13, 1%
O=c1oc2ccccc2c2c1C1O[C@](c3ccsc3)(Cc3ccccc31)O2
 : i, ., ., 1%[11.5 µM], -3.2%[9.22 µM], ., -8%[23 µM], -3, ?, ., -4%[7.66 µM]
O=C(C1CCCN(Cc2cccnc2)C1)N1CCCCC1 (stereo not given)
 : 3, -2%, 0, -5%, -0.3%, 5, 8%, 0, -16%, 0, 0%
C#CCOCCOCCOCCNc1nc(N2CCN(C(=O)C(Cc3cc4ccccc4[nH]3)n3cc(C(N)C(C)CC)nn3)CC2)nc(N2CCN(C(=O)C(Cc3cc4ccccc4[nH]3)n3cc(C(N)C(C)CC)nn3)CC2)n1 (stereo not given)
 : -1, 2%, -9, 12%, -0.3%, -23, ?, -16, ?, -7, -9%
Cc1nnc(NC(=O)CCC(=O)NC2CCCCCCC2)s1
 : 3, -7%, 5, ., -0.4%, -1, 3%, 3, 5%, 6, 4%
CN(C(=O)Cn1nc(C(=O)O)c2ccccc2c1=O)C1(C#N)CCCCC1
 : -3, ., -1, ., -0.5%, 38[activator], ., ., ., 1, 0%
COCCN(C(=O)CNC(=O)c1ccco1)C(C(=O)NC1CCCC1)c1ccccc1F (stereo not given)
 : 0, -4%, -34, ., -0.2%, 14, 3%, 0, ., -16, 3%
C/C(=N\O)c1noc(C)c1C(=O)Nc1nccs1
 : 28, 3%, -2, -27%, -1.1%, 4, 1%, ., ., 5, -1%
CC1CCCC(C)N1/N=C/C=C/c1ccccc1[N+](=O)[O-] (stereo not given)
 : 3, 1%, -4, -2%, 0.1%, -29, -4%, 2, 2%, 2, 9%
Fc1cc(F)c2nc(N3CCCCC3)sc2c1
 : 12, 0%, -9, -6%, -0.6%, -3, -7%, 6, 18%, 5, 0%
Cn1c(/C(C#N)=C/Nc2ccccn2)nc2ccccc21
 : ?, 0%, -12, 9%, -0.6%, -10, -1%, 0, -1%, 12, 2%
Cc1ccc(-c2nc(C#N)c(N3CCC(C)CC3)o2)cc1
 : ?, -5%, -2, ., -0.4%, 26, 3%, 1, ?, -6, 0%
CC(C)c1ccc(-c2c(C#N)c(N)nc(SCC(=O)N3CCCCCC3)c2C#N)cc1
 : 1, 2%, 1, 3%, 0.2%, -9, 1%, 3, 12%, -1, -1%
CCCCc1nc2ccc(S(=O)(=O)O)cc2[nH]1
 : 0, -2%, -1, -4%, 0.7%, -8, -3%, 6, ., 4, 0%
CCC(C)Nc1nc(N)c([N+](=O)[O-])c(NCc2ccccc2)n1 (stereo not given)
 : 13, 3%, -8, ., -0.3%, -25, 5%, 3, 0%, -23, -7%

The list is partial (hit frequency here may not be typical).
